# Compound activity: PubChem BioAssay, Sanford-Burnham Center for Chemical Genomics
# TAG inh = reduces triacylglycerol accumulation in H9c2 cells | Nile Red lipid (TAG) fluorescence; cells loaded with 200 µM oleic acid | inhibition, % at 12.5 µM | actives 0.66% (n = 230,000);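 active = pattern-corrected inhibition of lipid staining of at least 50% with the nuclear-stain viability signal not falling by more than 50%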;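 also: 0% = DMSO wells and 100% = triacsin C control wells; some results filed as inactive read as strong as hits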
# TAG inh DAPI viability = further read-out of TAG inh, marked with its call; DAPI nuclei signal change (viability), lower = more cytotoxic, %;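 whole-well DAPI fluorescence read on a plate reader as a viability signal; minus 50 percent equals half of cells still viable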
# * marks the source's active call; other numbers are inactive results. This is a subset, so the mix of outcomes need not match the whole.
Molecule	TAG inh	TAG inh DAPI viability
NC(=O)[C@@H]1CCCN1C(=O)c1ccc2nc(Cc3cccc(Cl)c3)oc2c1	-8	3
CCOC(=O)C1CCN(S(=O)(=O)c2cc(F)ccc2OC)CC1	-5	-6
CCCCn1c(SCC2CCCCO2)nc2cc(S(N)(=O)=O)ccc21 (configuration not stated)	13	1
COc1ccc(C2=CC(c3c(C)nn(-c4ccccc4)c3Cl)n3nnnc3N2)cc1OC (configuration not stated)	-5	7
CCCS(=O)(=O)NC(=O)C1(C)CCCN(C(=O)Cc2ccc3ccccc3c2)C1 (configuration not stated)	2	3
O=[N+]([O-])c1ccc(/C=N/NC(=S)Nc2ccccc2C(F)(F)F)o1	4	4
COc1ccc2[nH]c3nc(SCc4nnc(-c5ccccc5)o4)nnc3c2c1	-17	0
CC(C)(C)c1ccc(C(=O)NN2C(=O)CSC2=S)cc1	-16	-2
COC(=O)c1c(C)[nH]c(C(=O)OC(C)C(=O)NC2CCCCC2C)c1C (configuration not stated)	5	-4
COc1ccccc1NC(=O)Nc1c(C)nn(C)c1C	9	-15
Cc1cc(C(=O)COC(=O)CNS(=O)(=O)c2ccc3ccccc3c2)c(C)n1-c1ccccc1	17	-15
CCOC(=O)C(C)c1ccc2cc(OC)ccc2c1 (configuration not stated)	-7	2
Cc1noc(C)c1NC(=O)Nc1ccc2c(c1)C(=O)N([C@H](C)CO)C[C@H](C)[C@@H](CN(C)C(=O)Nc1c(C)noc1C)O2	-1	4
Cc1cc(NC(=O)Cc2ccccc2)c2ccccc2n1	-29	-6
COc1cccc(-n2c(SCC(N)=O)nnc2-c2c[nH]c3ccccc23)c1	5	-9
CC(=O)c1ccc(S(=O)(=O)N2CCN(CC(=O)Nc3ccccc3C(=O)NC3CC3)CC2)cc1	-2	0
Cn1c(-c2ccccc2)cnc1NCc1ccc(-c2ccccc2)cc1	-9	11
O=C(C1=C[C@H](c2ccc3c(c2)OCO3)C[C@H](OCCCCO)O1)N1CCOCC1	4	1
COC(=O)CSc1nc(N)c(NC(=O)c2ccc(OC)c(OC)c2)c(=O)[nH]1	2	-4
CC[C@H](C)[C@@H](C(=O)NCCCCCCCCCCC(=O)N1CCNCC1)n1cc(CCCCN=C(N)N)nn1	11	17
CC(C)C(=O)NC(=S)Nc1ccc(S(=O)(=O)Nc2nccs2)cc1	-9	-6
OC(c1ccc(F)c(F)c1)c1nc(-c2cccc3cccnc23)cs1 (configuration not stated)	-5	0
COC(=O)[C@]1(Cc2ccccc2)N[C@H](c2ccc(-c3ccc(F)cc3)cc2)[C@@H]2C(=O)N(C)C(=O)[C@@H]21	17	7
CN(CC(=O)Nc1cccc(F)c1)CC(=O)Nc1cc(S(=O)(=O)N2CCOCC2)ccc1Cl	6	-7
CCOc1ccc(C(=O)NCC(=O)N2CCC(C)CC2)cc1OCC	9	-11
COc1ccc(CN2CCC(CO)(CCOc3ccccc3)CC2)cc1C	-5	11
CCC(CC)c1nnc(NC(=O)CCNC(=O)c2ccccc2Cl)s1	8	-7
COc1ccccc1CNC(=O)c1oc2ccc(S(=O)(=O)N3CCCC3)cc2c1C	-6	-14
Cc1ccc(S(=O)(=O)Nc2ccccc2C(=O)NCc2cccnc2)cc1	-4	6
Cc1ccccc1NC(=O)NCCCN1CCN(C2CCCCC2)CC1	10	-2

# 7 entries out of the list, arranged by number of heavy atoms, low to high.
Molecule	TAG inh	TAG inh DAPI viability
CCOC(=O)C1CCN(S(=O)(=O)c2cc(F)ccc2OC)CC1	-5	-6
Cn1c(-c2ccccc2)cnc1NCc1ccc(-c2ccccc2)cc1	-9	11
COc1ccc(CN2CCC(CO)(CCOc3ccccc3)CC2)cc1C	-5	11
O=C(C1=C[C@H](c2ccc3c(c2)OCO3)C[C@H](OCCCCO)O1)N1CCOCC1	4	1
COc1ccccc1CNC(=O)c1oc2ccc(S(=O)(=O)N3CCCC3)cc2c1C	-6	-14
COc1ccc(C2=CC(c3c(C)nn(-c4ccccc4)c3Cl)n3nnnc3N2)cc1OC (configuration not stated)	-5	7
CC(=O)c1ccc(S(=O)(=O)N2CCN(CC(=O)Nc3ccccc3C(=O)NC3CC3)CC2)cc1	-2	0

# The list continues:
Molecule	TAG inh	TAG inh DAPI viability
CCCC(C)NC(=O)CSCc1ccc(OC)cc1 (configuration not stated)	-1	-5
CCn1c(SCC(=O)Nc2sc(C)c(C)c2C#N)nnc1C(C)C	-3	8
CC(Oc1cccc(F)c1)c1ccnc2nc(/N=C/N(C)C)nn12 (configuration not stated)	18	-10
CC1=NN(c2nc(-c3ccc(C)cc3)cs2)C(=O)C1N=Nc1ccc2ccccc2c1 (configuration not stated)	36	-8
COC(=O)CC1SC(=O)NC1=Nc1ccc(OC)cc1 (configuration not stated)	11	-4
O=C1CS/C(=N/N=C\c2ccn[nH]2)N1	-2	-4
CC(=O)NCCCNC(=S)NCCCN(Cc1ccc(Cl)cc1)c1ccc(Br)cn1	0	12
CCOc1ccccc1NC(=O)CCN1CCN(S(=O)(=O)c2ccc(Br)cc2)CC1	32	-28
COc1cc(C2C(C(=O)c3cccs3)=C(O)C(=O)N2Cc2ccco2)cc(OC)c1OC (configuration not stated)	14	-1
CCOC(=O)C1=CN(Cc2cccc(F)c2)S(=O)(=O)N(C)C1c1cccc(OC)c1 (configuration not stated)	-20	-3
CSc1nc(-c2ccccc2)nc(NC(C)=O)c1C(C)=O	3	10
COc1cccc(NC(=O)C2CCCN(S(=O)(=O)c3cccc4nsnc34)C2)c1 (configuration not stated)	6	1
Cc1ccc(C)c(-c2nnc(NC(=O)C3=COCCO3)o2)c1	11	8
Cc1ccc(Cc2c(-c3ccc(C)cc3)nc3ccc(Br)cn23)cc1	-6	-1
COc1ccccc1NS(=O)(=O)c1cc(C)ccc1C	-11	-3
COc1ccc(/C=N/NC(=O)c2ccn[nH]2)cc1COc1ccc([N+](=O)[O-])c(C)c1	-14	8
CCCCCn1c(N2CCC(C(N)=O)CC2)nc2c1c(=O)[nH]c(=O)n2C	-21	14
CCC(CO)Oc1cc(NC(=O)c2ccc(OC)cc2)c2ncn(C(C)C)c2c1 (configuration not stated)	12	-4
COc1ccc(-n2nnnc2/C=C/Nc2cc(C(F)(F)F)ccc2OC)cc1	-4	11
CSCCC(NS(=O)(=O)c1cccc(C(F)(F)F)c1)C(=O)N(C)CCOc1ccc(Cl)cc1 (configuration not stated)	-7	-3
NC(=O)C1CCN(C(=O)c2ccc(NS(=O)(=O)c3ccc(F)c(F)c3)cc2)CC1	8	5
Cc1cc(C)c(C#N)c(SCC(=O)OC2CCCCC2)n1	1	0
COc1ccc(/C=N/Nc2nc(Nc3ccccc3)nc(N3CCCC3)n2)cc1[N+](=O)[O-]	6	28
CC(=O)c1sc(NC(=O)CS(=O)(=O)c2ccccc2)nc1-c1ccccc1	-2	-5
CC(C)c1cccc(-c2ccc3c(c2)S(=O)(=O)c2cccc(C(=O)O)c2C3=O)c1	-12	-4
COc1cccc(N2CCN(C(=O)c3ccc4ccccc4c3)CC2)c1	-14	4
CCOC(=O)C1=C(C)N(C[C@@H]2CC[C@@H](Cc3ccc(-c4ccccc4)cc3)O2)C(=O)NC1c1ccc(C(F)(F)F)cc1 (some centres not stated)	10	-21
CCNC(=O)C1CCCN1C(=O)C(CCCN=C(N)N)NC(=O)C(CC(C)C)NC(=O)C(Cc1cn(Cc2ccccc2)cn1)NC(=O)C(Cc1ccc(O)cc1)NC(=O)C(CO)NC(=O)C(Cc1c[nH]c2ccccc12)NC(=O)C(Cc1cnc[nH]1)NC(=O)C1CCC(=O)N1 (configuration not stated)	-4	8
Clc1cccc(Cl)c1CSc1nnc([C@@H]2CCCN2)o1	4	5
N/C(=N\OC(=O)c1ccccc1[N+](=O)[O-])c1ccccn1	6	-13

Molecule	TAG inh	TAG inh DAPI viability
Cc1ccc2nc(-c3ccncc3)cc(C(=O)NCc3ccccc3F)c2c1	4	0
CC(=O)N1CCN(C(=O)c2ccc(OC3CCN(Cc4ccccn4)CC3)cc2)CC1	3	-2
O=C(Cn1nc(-c2ccccc2)ccc1=O)NCc1ccc(F)cc1	0	2
Cc1n[nH]c(C)c1NC(=O)CSc1nnnn1-c1cccc(F)c1	1	-7
CCOC(=O)N/N=C\c1ccccc1OC/C=C/c1ccccc1	-38	-2
Cc1onc(-c2ccccc2)c1CNS(=O)(=O)c1cccc(Cl)c1	6	-19
COc1ccc(COC(=O)CCCN=C2NS(=O)(=O)c3ccccc32)cc1F	5	-1
Cc1ncsc1CCC(=O)N1CCCC(C(=O)c2ccc3c(c2)OCO3)C1 (configuration not stated)	-15	-6
Cc1nn(C)c(C(=O)N/N=C/c2ccccc2)c1[N+](=O)[O-]	-12	-5
COC(=O)c1ccc2c(c1)S(=O)(=O)NC(=NCc1ccco1)S2	8	0
COc1cccc(CNS(=O)(=O)c2cc3c4c(c2)CCN4C(=O)CC3)c1	3	-1
COc1cc2c(cc1OC)C(c1ccc(Br)cc1)NC(=O)C2 (configuration not stated)	-11	9
NC(COCc1ccccc1)c1csc(Nc2ncccn2)n1 (configuration not stated)	-7	-2
CC(=O)Nc1cccc2c1C(=O)N(c1cccc(C)c1)C2=O	-20	-2
NNC(=O)c1cnn(-c2ccccc2)c1C(F)(F)F	-11	6
COc1ccc(S(=O)(=O)N2CCC(C(=O)Oc3ccc(C)cc3)CC2)cc1OC	14	-2
CN(C)C(CNC(=O)c1cccc(S(=O)(=O)NCc2ccccc2)c1)c1ccccc1 (configuration not stated)	5	-6
COc1cnc(-c2ccccn2)nc1Sc1ccccc1	-10	14
FC(F)(Cl)c1nnc2ccc(Cl)nn12	15	-12
C=CCN1C(=O)C(O)(CC(=O)c2c(C)n[nH]c2C)c2cc(Br)ccc21 (configuration not stated)	2	-4
CC(C)CN1C(=O)NC(NC(=O)c2ccco2)(C(F)(F)F)C1=O (configuration not stated)	10	0
O=c1[nH]c(=O)c2nnc(N/N=C\c3ccc(O)cc3)nc2[nH]1	-2	-6
COc1ccc(C2/C=C\CN(Cc3ccco3)CC(=O)N2Cc2ccc(F)cc2)cc1 (configuration not stated)	-4	-7
O=C(Nc1ccc([N+](=O)[O-])cc1)Nn1cnnc1	-2	-5
COc1ccccc1-c1cnc(C(O)c2ccc(Cl)cc2C)[nH]1 (configuration not stated)	-19	-6
CC(C)CC(NC(=O)C1CCC(C)CC1)C(=O)N1CCN(c2ccccn2)CC1 (configuration not stated)	-3	-2
Cc1n[nH]c(=O)n(N=Cc2c[nH]c3ccccc23)c1=O	7	2
Cc1ccc(S(=O)(=O)N(C)CC(=O)OCC(=O)NC(=O)Nc2ccc3c(c2)OCCO3)cc1	-5	1
CCOc1ccc(NC(=O)CCC(=O)NNS(=O)(=O)c2ccccc2[N+](=O)[O-])cc1	-8	4
COc1ccc(NS(=O)(=O)c2cccc(C(=O)NN=Cc3ccc(O)c(OC)c3)c2)cc1	2	1

# Grouped by structure: those above with a cyano group (two)
Molecule	TAG inh	TAG inh DAPI viability
CCn1c(SCC(=O)Nc2sc(C)c(C)c2C#N)nnc1C(C)C	-3	8
Cc1cc(C)c(C#N)c(SCC(=O)OC2CCCCC2)n1	1	0

# Returning to the listing, repeating the four entries before the break.
Molecule	TAG inh	TAG inh DAPI viability
Cc1n[nH]c(=O)n(N=Cc2c[nH]c3ccccc23)c1=O	7	2
Cc1ccc(S(=O)(=O)N(C)CC(=O)OCC(=O)NC(=O)Nc2ccc3c(c2)OCCO3)cc1	-5	1
CCOc1ccc(NC(=O)CCC(=O)NNS(=O)(=O)c2ccccc2[N+](=O)[O-])cc1	-8	4
COc1ccc(NS(=O)(=O)c2cccc(C(=O)NN=Cc3ccc(O)c(OC)c3)c2)cc1	2	1
CN(C(=O)C12CC3CC(CC(C3)C1)C2)C1(C)CCS(=O)(=O)C1 (configuration not stated)	7	-7
CC(C)(/C=N/O)/[N+]([O-])=C/C=[N+](\[O-])C(C)(C)/C=N/O	8	-2
COC(=O)c1ccc(NC2=C(Cl)C(=O)OC2OC(=O)c2ccccc2)cc1 (configuration not stated)	4	17
CNC(=S)NNC(=O)c1cc(C(C)(C)C)nn1Cc1ccc(F)cc1	-15	4
CCN(CC(=O)Nc1c(F)cccc1F)C(=O)/C=C/c1c(C)nn(-c2ccc(F)cc2)c1C	41	0
Cc1c(N=N/C(C(=O)Nc2ccccc2)=C(/O)c2ccccc2)c(=O)n(-c2ccccc2)n1C	8	-9
O=C(NCC1CCNCC1)c1ccncc1	1	0
CN(C(=O)c1cccc(NC(=O)Cc2ccc(NC(=O)C3CCN(S(=O)(=O)c4cccc([N+](=O)[O-])c4)CC3)cc2)c1)C1CCCC1	10	9
COc1ccccc1-c1cnc(C(O)c2ccc(C(C)(C)C)cc2)[nH]1 (configuration not stated)	12	6
O=C(/C=C/c1ccc(Br)o1)OCc1nc2ccsc2c(=O)[nH]1	4	1
Cc1sc2ncnc(SCC(=O)c3ccc4c(c3)OCCO4)c2c1-c1ccccc1	-47	-2
CCCCNC(=S)Nc1ccc(OC)nc1	14	-3
CCOC(=O)c1ccc(S(=O)(=O)NNc2ccc(C(F)(F)F)cn2)cc1	-8	-8
